# High-throughput results from PubChem.
# HIV fusion peptide – inhibitors of HIV fusion peptide binding, primary screen, biochemical, uHTS, fluorescence dequenching (AID 1986); cell-free peptide binding, fluorescence dequenching, 30 min; higher % means a stronger effect; 290,000 compounds, 0.3% hits; one-dose inhibition, % at 20 µM; IC50 in µM for titrated hits; in the data active = inhibition mostly above about 52%, no sharp cut-off; inactive = mostly below about 76%; also: some results filed as inactive read as strong as hits
# Large T inhibition – TAg ATPase/helicase activity blockers – biochemical (AID 1903); SV40 large T antigen ATPase/helicase inhibition assay; higher % means a stronger effect; inhibition, % at 20 µM, or IC50 in µM where a hit was titrated; 310,000 compounds, 0.39% hits; in the data active = a potency from the dose series; inconclusive = inhibition mostly from about 32% at the one dose, without a potency; inactive = the rest, 99 in 100 with inhibition below about 32%; also: strong numbers were not always called active
# NS5 inhibitors – Dengue-2 NS5 methyltransferase inhibitors, primary screen, biochemical, confirmation dose response (AID 588689) | inhibition, % at 25 µM; hits with a dose series show IC50 in µM | Dengue-2 NS5 methyltransferase capping enzyme assay, biochemical; higher % means a stronger effect | 340,000 compounds, 0.3% hits; in the data active = a potency from the dose series; inconclusive = inhibition above about 29% without an active follow-up result
# PhoP inhibition – inhibitors of PhoP regulon expression, primary screen, Salmonella Typhimurium, GFP reporter (AID 1863) | S. Typhimurium PhoP-regulated promoter GFP reporter, 4 h; higher % means a stronger effect | one-dose inhibition, % at 50 µM; IC50 in µM for titrated hits | 300,000 compounds, 0.16% hits;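 active = inhibition over 29.93%, a cutoff 3 SD above the screen mean, later confirmed by dose response; inconclusive = inhibition over 29.93% but no dose response follow-up; inactive = inhibition at most 29.93% or unconfirmed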;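 also: 0% = low Mg2+ inducing control and 100% = high Mg2+ repressing control; strong numbers were not always called active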
# GPR35 antagonists – inhibition of zaprinast-stimulated GPR35 beta-arrestin translocation – imaging, U2OS, beta-arrestin-GFP, zaprinast agonist, primary screen (AID 2058); U2OS GPR35 beta-arrestin-GFP translocation imaging, zaprinast antagonism; higher % means a stronger effect; 290,000 compounds, 0.052% hits; one-dose inhibition, % at 10 µM; IC50 in µM for titrated hits;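 active = inhibition of at least 50% with at least 30 cells and total cytoplasm GFP at most 10,000,000; inconclusive = under 30 cells or total GFP of 10,000,000 plus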
# K1F lysis inhibition – inhibition of K1F phage lysis, E. coli UTI89, bacterial capsule biogenesis inhibitors, alamar blue (AID 488966); E. coli UTI89 K1F phage lysis, alamar blue, 2 h; higher % means a stronger effect; inhibition, % at 100 µM; hits with a dose series show IC50 in µM; 340,000 compounds, 0.02% hits;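 active = phage lysis inhibition, versus mean bacterial control, above a set limit; inconclusive = no clear call, values can overlap the other calls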;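 also: capsule biogenesis inhibitors block K1F phage lysis so surviving cells raise fluorescence; higher fluorescence means more inhibition of phage lysis; actives were called in the ten point dose series up to 300 µM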
# Rac1 GTP hydrolysis – MgcRacGAP GTPase-activating activity inhibitors, confirmation, biochemical, ADP Hunter fluorescence. 340,000 compounds, 0.6% hits. MgcRacGAP-stimulated Rac1 GTP hydrolysis, ADP Hunter fluorescence; higher % means a stronger effect; GST-tagged Rac1 F28L mutant substrate. one-dose inhibition, % at 30 µM; IC50 in µM for titrated hits. AID 624330;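 active = first-screen hits whose inhibition reached a set limit at any dose in the follow-up dose series; inconclusive = inhibition above the set first-screen limit but never retested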;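 also: fluorescence reports GDP produced by GAP-driven GTP hydrolysis; strong numbers were not always called active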
# RSV CPE inhibition – RSV antiviral activity via CPE protection, HEp-2 cells, primary 10 µM value included (AID 2391) | 310,000 compounds, 0.13% hits | HEp-2 cells, RSV-induced CPE inhibition; higher % means a stronger effect | CPE inhibition, % at 10 µM, or IC50 in µM where a hit was titrated; in the data active = a potency from the dose series; inconclusive = CPE inhibition mostly from about 23% at the one dose, without a potency; inactive = the rest, 99 in 100 with CPE inhibition below about 21%; also: strong numbers were not always called active
# GPR55 LPI antagonism – GPR55 antagonists blocking LPI-driven arrestin recruitment, primary screen, imaging, U2OS, beta-arrestin-GFP, LPI agonist (AID 2013); 290,000 compounds, 0.13% hits; inhibition, % at 10 µM; hits with a dose series show IC50 in µM; U2OS GPR55 beta-arrestin-GFP translocation imaging, LPI antagonism; higher % means a stronger effect;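 active = spots per cell inhibited over 60%, with over 100 cells counted and total cytoplasm intensity under 500,000; inconclusive = wells with under 100 cells, flagged as likely toxic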;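 also: U2OS cells stably carrying GPR55 and arrestin-GFP stimulated by 5 µM LPI near EC80; imaged beta-arrestin-GFP aggregate spots per cell after agonist stimulation; plate controls were LPI-stimulated DMSO wells for no effect and DMSO wells without LPI for full effect; some results filed as inactive read as strong as hits; confirmed hits need IC50 under 10 µM and bright autofluorescent wells are also inconclusive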
# An asterisk follows results filed as active; ? = inconclusive; . = no result given; & = joins results of further samples; [ ] = dose if it differs, or a comment. This is a random part of the collection; 1.5% or so of the library scored in one or more.
compound,HIV fusion peptide,Large T inhibition,NS5 inhibitors,PhoP inhibition,GPR35 antagonists,K1F lysis inhibition,Rac1 GTP hydrolysis,RSV CPE inhibition,GPR55 LPI antagonism
COCCCn1c(SCC(=O)Nc2oc(C)c3c(C)n[nH]c(=O)c23)nc2ccccc2c1=O,.,12.4%,-0.7%,-0.8%,.,1.3%[50 µM],2.8%,-2.0%,.
N#Cc1ccc(CSc2nnc(-c3cccnc3)n2-c2ccccc2)cc1,3.2%,-2.8%,-3.5%,4.7%,-3.2%,0.0%,8.2%,0.5%,-2.7%
COc1ccc2nc(NC(=O)CCc3ccc(OC)c(OC)c3)sc2c1,1.6%,14.0%,-10.1%,-11.9%,-16.6%,-0.2%,5.0%,1.6%,-11.1%
CCCCCCNC(=O)CSc1nccn1Cc1ccccc1,-1.0%,14.9%,-1.0%,12.2%,5.0%,2.8%,5.6%,-0.8%,-2.4%
O=C(c1ccc2c(c1)CCN2S(=O)(=O)c1ccccc1)N1CCN(c2ccc(F)cc2)CC1,0.2%,15.0%,-1.8%,-3.8%,-3.1%,1.8%,1.1%,7.1%,14.8%
COc1ccc(C2=NOC(C(=O)NC3CCCCC3)C2)cc1OC (centres undefined),-0.3%,13.2%,0.7%,1.3%,11.1%,0.2%,-3.4%,0.1%,-6.8%
Cc1ccccc1CN(c1ccc(C(=O)N2CCCC2)cc1)S(C)(=O)=O,-0.3%,-3.6%,-1.4%,-3.2%,-2.4%,0.9%,-2.4%,1.7%,-0.8%
C=CCn1c(SCC(=O)Nc2cc(C)on2)nc2c([nH]c3ccccc32)c1=O,-0.2%,5.8%,-2.6%,-4.2%,-7.4%,-0.1%,4.1%,3.3%,20.0%
Cc1ccc(NC(=O)c2cc(=O)[nH]c3ccc(S(=O)(=O)N4CCOCC4)cc23)nc1,.,17.3%,4.3%,-7.2%,.,1.4%[50 µM],6.0%,-1.7%,.
COc1ccccc1C(CNC(=O)c1ccc(C)c(S(=O)(=O)N2CCCCC2)c1)N(C)C (centres undefined),.,.,-3.0%,.,.,0.3%[50 µM],4.3%,0.2%,.
O=C(NC1CCC(O)CC1)c1cc(-c2ccc(Cl)cc2)nc2ccccc12 (centres undefined),.,.,3.0%,.,.,1.1%[50 µM],16.4%,-1.0%,.
CCOc1ncccc1C(=O)OCc1nnc(-c2ccccc2)o1,-2.6%,9.5%,0.4%,4.4%,10.4%,-0.4%,6.2%,1.6%,9.3%
Clc1ccccc1-c1nnc(-c2ccc3c(c2)OCO3)o1,-1.0%,24.8%,0.0%,-1.9%,-3.1%,0.1%,-4.3%,0.2%,1.5%
CCCCCCSc1cc(-c2nc3ccc(C)cn3c2NCc2ccccc2)ccc1OC,.,-0.8%,-7.4%,.,.,3.3%,-3.3%,-4.4%,.
COc1ccc(C(=O)CSc2ccc(-c3ccccc3)nn2)cc1,-2.2%,9.5%,-10.3%,3.5%,4.0%,2.7%[50 µM],1.6%,8.2%,7.6%
CCCCNC(=O)c1ccc(/C=C2\Oc3ccccc3N(C)C2=O)cc1,4.1%,5.2%,-7.0%,-11.9%,0.4%,-0.6%[50 µM],11.3%,1.3%,5.2%
CCC12CN(S(=O)(=O)c3ccc(C)cc3)CC(CC)(CN(S(=O)(=O)c3ccc(C)cc3)C1)C2=O,-1.0%,6.4%,-7.2%,-11.9%,-2.5%,2.6%,4.8%,-0.1%,2.8%
Cc1ccc(C(=O)OCCN2CCN(c3ncc(C(F)(F)F)cc3Cl)CC2)cc1,-1.1%,-2.6%,-11.1%,-1.3%,-15.2%,0.3%,7.8%,5.1%,25.0%
NC(=O)NOCc1ccccc1F,-0.5%,-2.5%,.,4.9%,10.4%,.,.,3.3%,13.7%
CCC(C)[C@H](N)c1nnc(SCC(=O)c2ccc(Cl)cc2)o1 (some centres undefined),-2.0%,-1.6%,1.4%,-3.5%,5.0%,1.0%,4.8%,-0.7%,-1.8%
COc1ccc(-c2nc3ccc(C)cc3c(=O)o2)cc1OC,3.0%,2.9%,-16.7%,1.9%,14.1%,0.4%,7.5%,2.6%,4.2%
COc1c(C)cccc1C(=O)NCc1ccc2c(c1)OCO2,-0.1%,0.2%,-1.3%,3.8%,-4.5%,0.9%[50 µM],4.3%,0.9%,4.4%
CCOC(=O)c1[nH]c(C)c(C(=O)OC(C)C(=O)Nc2ncc(Cl)cc2Cl)c1C (centres undefined),-3.5%,-1.0%,-4.0%,10.2%,19.7%,-1.7%,8.0%,1.0%,0.2%
O=C(CSc1ccc(-c2cccc([N+](=O)[O-])c2)nn1)N1CCCCCC1,-2.0%,9.0%,-5.3%,-11.9%,0.7%,0.1%,7.7%,5.7%,-1.9%
O=C(OCc1cccc(F)c1)c1cc2ccccc2cc1O,-0.1%,2.6%,.,4.1%,-3.6%,-0.2%,11.6%,5.8%,-2.4%
Cc1cccc(-n2c(O)c(C=NCCCN3CCOCC3)c3ccccc3c2=O)c1,-2.2%,4.8%,3.8%,-2.0%,6.5%,0.0%,2.6%,-1.8%,-5.3%
CC(=O)Nc1ccc(Nc2nnc(-c3ccc(C)c(S(=O)(=O)NCCO)c3)c3ccccc23)cc1,-1.2%,10.9%,-1.7%,2.4%,-4.7%,0.2%,10.2%,0.5%,7.2%
CC(OC(=O)c1ccc2noc(-c3ccccc3)c2c1)C(N)=O (centres undefined),13.9%,25.2%,-4.2%,-7.4%,-4.7%,-0.2%,7.6%,3.4%,9.3%
Cc1ccccc1C1C(C#N)=C2N=C(N)c3c(sc4c3CCCCC4)N2C2=C1C(=O)CCC2 (centres undefined),55.0%,18.1%,?,-11.9%,0.5%,0.6%,8.7%,2.2%,6.8%
COc1cccc(N2C(=O)Nc3ccc(Br)cc3C2(O)C(=O)NCCN(C)C)c1 (centres undefined),-0.9%,0.6%,-9.1%,4.6%,13.4%,0.5%,6.9%,-0.8%,3.7%
O=C1CSC(c2ccccc2F)N1c1cc(Cl)ccc1O (centres undefined),-0.3%,4.0%,-4.0%,1.4%,5.9%,-0.6%,1.9%,7.2%,18.9%
C=CCNC(=O)c1ccccc1NC(=O)c1ccccc1N(C)S(C)(=O)=O,-1.1%,2.5%,-10.3%,-9.8%,0.8%,-0.3%,-1.8%,0.4%,3.0%
O=C(/C=C\Nc1ccccn1)c1ccccc1,-2.3%,2.4%,-9.4%,-4.6%,13.9%,1.2%[50 µM],10.1%,-0.5%,8.9%
CC(C)CCNc1ncnc2c1nnn2Cc1ccccc1,1.3%,9.5%,.,-3.5%,5.5%,-0.5%,11.8%,-0.2%,-15.7%
COc1cccc(NC(=O)Cc2ccccc2)c1,2.7%,11.7%&7.4%,14.9%,4.2%&-6.8%,2.8%,0.6%,-0.6%,2.2%,10.1%
Cc1nnc(NN)n(N)c1=O,-2.0%,18.0%,.,-2.1%,17.4%,.,.,0.6%,4.0%
Cc1cc(C)nc(SCCC(=O)Nc2ccccc2Cl)n1,-2.2%,9.2%,-2.3%,0.8%,18.0%,0.6%,7.8%,0.5%,2.1%
NC(=O)C1CCCCc2c1[nH]c1ccc(Cl)cc21 (centres undefined),1.7%,9.3%,-7.2%,-0.9%,22.3%,3.1%[50 µM],6.1%,18.3%,-7.5%
CCCCOc1ccc(/C(N)=N/O)cc1,0.8%,18.1%,-6.3%,-4.7%,3.8%,0.2%,2.2%,-0.9%,6.2%
CCOc1ccc(NC(=O)NNC(=O)C(C)Oc2ccccc2OC)cc1 (centres undefined),-0.9%,13.6%,3.9%,-2.3%,5.1%,1.1%[50 µM],11.0%,1.3%,14.6%
CCOc1cc(NC(=S)Nc2ccccc2OC)c(OCC)cc1NC(=O)c1ccccc1C,-2.3%,10.5%,-6.2%,-4.5%,6.5%,-0.5%,13.7%,11.4%,2.3%
COc1ccc(C(C(=O)NC2CCCCC2)N(Cc2ccco2)C(=O)c2ccccn2)c(OC)c1 (centres undefined),-0.3%,7.4%,2.5%,0.2%,0.9%,-0.1%,10.7%,0.5%,3.1%
COC(=O)c1ccc(/C=N/Nc2nc3ccccc3[nH]2)cc1,-2.5%,8.4%,1.6%,-1.0%,-6.7%,1.5%,3.1%,-2.0%,-15.1%
O=C(NCCN1CCOCC1)/C(=C/c1ccco1)NC(=O)c1ccccc1,-0.5%,8.3%,6.5%,3.8%,22.1%,0.1%,8.6%,0.7%,9.8%
CCOc1ccccc1CNC(=O)CCCc1cn(C)c2ccccc12,0.3%,-9.2%,-4.9%,4.2%,9.0%,0.0%,2.0%,6.0%,-4.1%
Nc1nc(=S)n(-c2ccccc2)[nH]1,1.2%,7.8%,-4.4%,-3.7%,-15.2%,0.2%,7.4%,-1.1%,-4.2%
COc1ccc(CCNC(=O)CCSc2nc(-c3ccco3)cc(C(F)(F)F)n2)cc1OC,1.4%,5.0%,-2.1%,-2.2%,-0.7%,-0.1%,-0.7%,13.2%,-10.4%
O=C(NCCc1ccccc1)C1CCN(C(=O)c2ccc(F)cc2)CC1,0.7%,5.3%,2.7%,-2.8%,-6.4%,0.1%,10.1%,0.5%,14.6%
Cc1cccc(N(C)S(=O)(=O)c2nnc(NC(=O)c3ccco3)s2)c1,7.3%,4.3%,-3.5%,-4.7%,0.8%,0.0%,12.4%,3.1%,-3.0%
COc1ccc(CN(C)Cc2nc3cc(OC)c(OC)cc3c(=O)[nH]2)c(OC)c1,-2.1%,11.7%,-0.8%,-3.7%,-4.2%,0.3%,8.8%,0.6%,2.0%
Cc1ccc(NC(=O)Cc2cn3ccsc3n2)nc1,-1.0%,6.6%,-3.4%,3.6%,1.9%,-0.4%,-0.4%,0.4%,12.7%
Cc1cccc(CCNS(=O)(=O)c2cnc[nH]2)c1,2.6%,-0.6%,-1.6%,12.2%,-13.1%,5.6%,1.7%,0.9%,0.3%
Cc1ccc2cccc(Oc3cnccn3)c2n1,0.7%,5.8%,0.8%,-1.6%,-6.7%,0.0%,2.4%,2.0%,10.4%
